Compound activity: PubChem, National Center for Advancing Translational Sciences (NCATS)
AmpC inh no detg = qHTS Inhibitors of AmpC Beta-Lactamase (assay without detergent). AmpC nitrocefin hydrolysis, absorbance 480 nm, 0.0001% Triton. AID 485341, 2010. P00811. Potency, µM (top dose mostly 57.1 µM), inactives show top-dose activity change, negative = inhibition, hits mostly inhibitors. 0.52% of 330,000 active;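 note: potency is the fitted concentration of half-maximal effect; plate controls were no compound for no effect and no enzyme for full effect; nearly all actives have a fitted effect of over 20% in size; some results filed as inactive show a strong effect at the top dose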
Target sequence (P00811 whole entry, looked up): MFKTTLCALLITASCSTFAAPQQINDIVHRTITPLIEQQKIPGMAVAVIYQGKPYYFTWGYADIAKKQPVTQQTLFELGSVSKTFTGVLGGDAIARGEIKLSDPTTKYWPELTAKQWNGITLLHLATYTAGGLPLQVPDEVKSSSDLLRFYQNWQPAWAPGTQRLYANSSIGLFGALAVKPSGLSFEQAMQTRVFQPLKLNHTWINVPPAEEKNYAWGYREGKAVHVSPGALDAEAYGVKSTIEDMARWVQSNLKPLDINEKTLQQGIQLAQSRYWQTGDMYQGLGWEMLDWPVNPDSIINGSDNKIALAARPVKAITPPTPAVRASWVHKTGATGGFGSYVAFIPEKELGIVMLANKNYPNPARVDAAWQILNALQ
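AmpC (5.3 nM in the dispensed reagent) in 20 mM phosphate pH 7.0 with 0.01% (detergent screen) or 0.0001% Triton X-100 was preincubated with compounds for 15 min at room temperature. Nitrocefin was then added from an 800 uM solution, and hydrolysis was followed at 480 nm.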
Sm TGR inh = qHTS Assay for the Inhibitors of Schistosoma Mansoni Peroxiredoxins; Schistosoma mansoni thioredoxin glutathione reductase (TGR), Q962Y6; purified TGR, DTNB reduction, TNB absorbance 405 nm; Potency, µM (top dose mostly 114 µM), for the others: at the highest dose activity change, negative = inhibition, hits mostly inhibitors; 3% of 360,000 active; AID 485364, 2010; note: potency is the fitted concentration of half-maximal effect; nearly all actives have a fitted effect of over 60% in size
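Kinetic colorimetric format: TGR-catalysed, NADPH-driven DTNB reduction monitored via TNB absorbance. Enzyme dispensed at 20 nM; compound exposure 15 min at room temperature before reaction start.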
AmpC inh detg = qHTS Inhibitors of AmpC Beta-Lactamase (assay with detergent). P00811. AmpC hydrolysis of nitrocefin, absorbance 480 nm, 0.01% Triton. Potency, µM (doses to about 114 µM), without a hit: at the highest dose activity change, negative = inhibition, hits mostly inhibitors. 0.041% of 370,000 active;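 note: potency is the fitted concentration of half-maximal effect; 0% = no-compound wells and -100% = no-enzyme wells; nearly all actives have a fitted effect of over 25% in size; some results filed as inactive show a strong effect at the top dose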
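20 mM phosphate pH 7.0 + 0.01% (detergent screen) or 0.0001% Triton X-100; 5.3 nM AmpC reagent; cpd preinc 15 min RT; nitrocefin (800 uM stock) to start; A480 q20 s × 4 min; Activity was normalised to no-enzyme and no-compound control wells.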
HCV inhibitor = qHTS Assay for Inhibitors of Hepatitis C Virus (HCV); Huh7.5.1 HCVcc-Cre infection, luciferase reporter, 44 h; Potency, µM (series often up to 41.8 µM), for inactives: at the top dose activity change, negative = inhibition, actives largely listed as inhibitors; 3.4% of 340,000 active; AID 651820, 2012; note: potency is the fitted concentration of half-maximal effect
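After 44 h co-culture of compound, cells and HCVcc-Cre (~0.5 moi), substrate is added for 15 min at room temperature and luciferase measured over 15 sec. Cells were seeded at 1,000/well and pre-cultured 4 h.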
Giardia FBPA inh = qHTS Assay for Inhibitors of Fructose-1,6-bisphosphate Aldolase from Giardia Lamblia; purified Giardia FBPA; Potency, µM (titrated, usually from 59.6 µM), without a hit: at the top dose activity, negative = inhibition, hits mostly inhibitors; 0.71% of 290,000 active; A8B2U2; note: potency is the fitted concentration of half-maximal effect; nearly all actives have a fitted effect of over 55% in size
Target sequence (A8B2U2 whole entry, looked up): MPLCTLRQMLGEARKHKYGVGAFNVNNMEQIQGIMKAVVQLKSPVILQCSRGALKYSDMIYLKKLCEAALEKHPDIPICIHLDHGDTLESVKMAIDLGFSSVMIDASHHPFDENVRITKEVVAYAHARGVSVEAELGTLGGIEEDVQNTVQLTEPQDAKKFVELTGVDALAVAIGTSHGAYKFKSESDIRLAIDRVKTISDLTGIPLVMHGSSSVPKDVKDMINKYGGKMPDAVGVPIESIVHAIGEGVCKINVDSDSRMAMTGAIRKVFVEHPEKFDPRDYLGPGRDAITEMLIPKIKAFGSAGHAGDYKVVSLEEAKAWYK
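40 nM FBPA preincubated 10 min at RT with compound (up to 57.5 uM final), then substrate plus GAPDH/TPI/NAD/arsenate coupling and diaphorase/resazurin added. Fluorescence read after 20 min at RT, 525/598 nm.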
HCMV antiviral = qHTS Assay for inhibitors of the human cytomegalovirus (HCMV) | AID 1259415, 2018 | activity change, negative = inhibition, % at 57.5 µM | HFF cells, HCMV-luciferase reporter, 72 h; active compounds read low | 4.5% of 410,000 active; in the data active = activity change below about -60%; inconclusive = no clear call, values can overlap the other calls; inactive = above about -39%
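Human foreskin fibroblasts infected with luciferase-reporter HCMV at MOI 1 PFU/cell, compounds at two doses. Luciferase measured 72 h post infection; normalized to buffer-only basal and Salinomycin (10uM) controls.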
* = called active by the depositor; u = inconclusive; x = no result given; & = joins results of further samples; [ ] = dose if it differs, or a comment. Unless noted, calls come from the whole dose curve; as a rule, active = well fitted curve in the direction sought with a large enough effect; inconclusive = small, poorly fitted or top-dose-only effect, or another doubt; inactive = no such curve, though single readings can be large; an effect the other way counts as inactive or inconclusive. Unless noted, % is set by controls: 0 for no effect and ±100 for the full control effect. Compounds were not picked by outcome, and some 9.9% of all compounds hit somewhere here.

item	Structure	AmpC inh no detg	Sm TGR inh	AmpC inh detg	HCV inhibitor	Giardia FBPA inh	HCMV antiviral
1	O=C(c1cccc(F)c1)N1CCCc2ccccc21	-4%	7%	u	7%	-1%	-2
2	COc1ccc(C(=O)c2ccc(N(C)C)cc2)c(OC)c1	-8%	5%	5%	u	-3%	66
3	C#C[C@]1(O)CCC2C3CCC4=C/C(=N/OCC(=O)NC(C)C(=O)NC(CCSC)C(=O)O)CC[C@]4(C)C3CC[C@@]21C (stereo partly specified)	54%	30%	3%	8%	9%	48
4	COc1ccccc1CN(Cc1cc2cc(C)ccc2[nH]c1=O)Cc1nnnn1CC1CCCO1 (stereo unspecified)	95%[activator]	-13%	u	-1%&-19%	-19%	-10
5	COc1ccc2c(c1)CC(NC(=O)Nc1ccc(Br)c(C)c1)CO2 (stereo unspecified)	x	8%	25%	x	x	1
6	O=C(CCCn1nnc2ccccc2c1=O)N[C@H](C(=O)O)c1ccccc1	-15%	-1%	2%	u	0%	-3
7	Cc1ccc(S(=O)(=O)N2CCN(C(=O)CCn3cncn3)CC2)cc1C	-3%	-12%	2%	19%	x	69
8	NC(=S)N/N=C1\CCOc2ccc(F)cc21	-16%	5%	-5%	-6%	u	-2
9	COc1ccc(OC(=O)c2ccc(OC)c(S(=O)(=O)N3CCOCC3)c2)cc1	115%[activator]	3%	0%	2%	x	-14
10	O=C(CCN1CCOCC1)N/N=C/c1cc([N+](=O)[O-])ccc1OC(F)F	-19%	2%	3%	-5%	-8%	-30
11	CCOC(=O)C1=NN(N=O)C2(CC(=O)N(c3cc(C)cc(C)c3)C2=O)C1 (stereo unspecified)	-24%	u	1%	5%	-6%	71
12	Cc1cccc(C(=O)Nc2ccc(OCc3cc(=O)n4ccc(C)cc4n3)cc2)c1	x	-6%	-6%	x	x	5
13	CN(C)c1ccc(C(=O)c2ccc(N(C)C)cc2)cc1	-19%	3%	-26%	u	-6%	135
14	CCCc1cc(C(=O)N2CCCC(C(=O)c3cc(C)c(OC)c(C)c3)C2)n(C)n1 (stereo unspecified)	148%[activator]	2%	3%	u	x	-20
15	COC(=O)C1=C(NC(=O)c2ccccc2[N+](=O)[O-])CCS1	3%	-30%	7%	10%	1%	17
16	NC(=O)c1nn(-c2ccccc2)nc1NC(=O)CN1CCCC1	-18%	0%	6%	9%	0%	u
17	COC(=O)C1CCN(C(=O)COC(=O)/C=C/c2ccc(O)c(OC)c2)CC1	-10%	x	x	16%	x	-17
18	COc1ccc2[nH]c3c(c2c1)CCN1C(=O)C(CC(=O)NC/C=C(\C)CCC=C(C)C)C[C@H](C(=O)N(C(C)C)C(C)C)[C@@]31C (stereo partly specified)	8%	x	x	6.3µM*	x	-103*
19	Cc1ccc(-n2nnnc2SCC(=O)Nc2ccc3c(c2)COC3=O)cc1C	-3%	6%	1%	u	12%	-14
20	O=C(CSc1nc2ccccc2o1)Nc1ccc(N2CCOCC2)c(Cl)c1	-26%	-1%	-8%	u	-12%	45
21	Cc1csc2nc(COc3ccccc3NC(=O)c3ccco3)cc(=O)n12	x	7%	11%	x	x	28
22	COC(=O)c1ccc(NC(=O)c2cccc(N3C(=O)CCC3=O)c2)cc1	-5%	1%	-18%	-5%	x	-5
23	COC(=O)c1ccccc1NC(=O)COCc1cc(-c2cccs2)on1	x	7%	16%	x	x	20
24	Cc1ccc(C)c(NC(=O)c2cc(S(=O)(=O)N3CCCCC3)ccc2N2CCOCC2)c1	83%[activator]	-8%	-6%	-17%	x	-9
25	CCOc1cccc(CN2CCCC(N3CCN(c4cccc(Cl)c4)CC3)C2)c1O (stereo unspecified)	139%[activator]	-21%	3%	-12%	5%	49
26	COCCNC(=O)NC1(C(F)(F)F)Oc2ccc(Cl)cc2O1 (stereo unspecified)	-1%	-21%	3%	u	0%	55
27	Cc1c(C(=O)OCc2ccc(F)cc2)sc2nc3n(c(=O)c12)CCC3	-14%	5%	0%	10%	x	-9
28	Cc1ccc(SCc2c(C(=O)N/N=C/c3ccc4c(c3)OCO4)nnn2-c2nonc2N)cc1	-31%	-1%	2%	5%	-5%	0
29	COc1ccc2c(c1)c(-c1csc(N)n1)c(C)n2C	-4%	0%	u	-8%	u	13
30	COCc1c(C(=O)OC)nnn1-c1ccccc1	-14%	2%	2%	-2%	4%	-14

Quoted from above: compounds 21 to 30
item	Structure	AmpC inh no detg	Sm TGR inh	AmpC inh detg	HCV inhibitor	Giardia FBPA inh	HCMV antiviral
21	Cc1csc2nc(COc3ccccc3NC(=O)c3ccco3)cc(=O)n12	x	7%	11%	x	x	28
22	COC(=O)c1ccc(NC(=O)c2cccc(N3C(=O)CCC3=O)c2)cc1	-5%	1%	-18%	-5%	x	-5
23	COC(=O)c1ccccc1NC(=O)COCc1cc(-c2cccs2)on1	x	7%	16%	x	x	20
24	Cc1ccc(C)c(NC(=O)c2cc(S(=O)(=O)N3CCCCC3)ccc2N2CCOCC2)c1	83%[activator]	-8%	-6%	-17%	x	-9
25	CCOc1cccc(CN2CCCC(N3CCN(c4cccc(Cl)c4)CC3)C2)c1O (stereo unspecified)	139%[activator]	-21%	3%	-12%	5%	49
26	COCCNC(=O)NC1(C(F)(F)F)Oc2ccc(Cl)cc2O1 (stereo unspecified)	-1%	-21%	3%	u	0%	55
27	Cc1c(C(=O)OCc2ccc(F)cc2)sc2nc3n(c(=O)c12)CCC3	-14%	5%	0%	10%	x	-9
28	Cc1ccc(SCc2c(C(=O)N/N=C/c3ccc4c(c3)OCO4)nnn2-c2nonc2N)cc1	-31%	-1%	2%	5%	-5%	0
29	COc1ccc2c(c1)c(-c1csc(N)n1)c(C)n2C	-4%	0%	u	-8%	u	13
30	COCc1c(C(=O)OC)nnn1-c1ccccc1	-14%	2%	2%	-2%	4%	-14

Remaining list, next part.
item	Structure	AmpC inh no detg	Sm TGR inh	AmpC inh detg	HCV inhibitor	Giardia FBPA inh	HCMV antiviral
31	O=C(CSc1cccc[n+]1[O-])Nc1cccc(S(=O)(=O)NC2=NCCCCC2)c1	-17%	-2%	-6%	15%	2%	-8
32	O=C(O)c1ccc(NC(=S)NCc2ccccc2)cc1	-14%	-20%	u	-5%	u	53
33	COc1ccc(CN(C(=O)COc2ccccc2OC)C2CCS(=O)(=O)C2)cc1 (stereo unspecified)	x	15%	3%	x	x	4
34	CCC(=O)Nc1ccc(NC(=O)c2cccc3ccccc23)cc1	0%	-10%	-14%	-3%	1%	-20
35	COc1ccc(CN2CCN(Cc3ccc(Br)cc3)CC2)c(OC)c1OC	101%[activator]	5%	u	13µM*	u	-68*
36	Cc1cccc(-n2c(SCC(=O)N3CCN(c4ccccn4)CC3)nnc2N2CCOCC2)c1	82%[activator]	-2%	u	-4%	x	-6
37	O=C(Cn1cnc2c(nnn2-c2ccccc2)c1=O)NCC1CCCO1 (stereo unspecified)	-17%	-5%	u	4%	3%	60
38	Cc1ccc(Oc2ncccc2NC(=O)CC2(CC(=O)O)CCCC2)c2c1CCC2	-16%	11%	-2%	12%	-22%	20
39	CCOC(=O)c1sc(NC(=O)CCN2CC(C)OC(C)C2)c(C(=O)OCC)c1C (stereo unspecified)	-3%	-21%	u	x	-1%	x
40	O=C(Cn1ncc2c3ccccc3n(Cc3ccccc3)c2c1=O)NC1CCCC1	-17%	-7%	-1%	5%	0%	-1
41	Cc1ccc(S(=O)(=O)CCC(=O)NCCN2C(=O)S/C(=C/c3ccc(F)cc3)C2=O)cc1	63%[activator]	5%	-20%	u	-2%	-7
42	CCOC(=O)CCc1c(C)nc2cc(C3CCCN(C(=O)OC(C)(C)C)C3)[nH]n2c1=O (stereo unspecified)	-15%	-16%	u	24%	12%	3
43	COc1ccc(C)cc1-n1nnnc1SCC1CCCO1 (stereo unspecified)	7%	0%	3%	-3%	12%	-14
44	Cc1ccc2c(c1)N(CCC(=O)NCc1cccnc1)C(=O)CO2	-16%	1%	5%	11%	-3%	-11
45	COc1cc(NC(=S)NCc2cccnc2)cc(OC)c1	-31%	u	7%	-5%	-13%	-22
46	CC1CCC(NC(=O)CCN2C(=O)C3CC=CCC3C2=O)CC1 (stereo unspecified)	-1%	x	x	36%[activator]	x	0
47	Cc1cc(SCC(=O)OC(C)C(=O)N(C)c2ccccc2)nc2ccccc12 (stereo unspecified)	87%[activator]	-11%	u	u	x	6
48	Cc1cc(OCCOCCNC(C)C)cc(C)c1Cl	36%	1%	-1%	u	-20%	-12
49	Cc1cc(NC(=O)CCN2CCN(C/C=C/c3ccccc3)CC2)ccc1Br	148%[activator]	4%	u	u	u	-15
50	Cc1ccc(S(=O)(=O)N2CCC(C(=O)OCC(=O)Nc3cc(S(C)(=O)=O)ccc3Cl)CC2)cc1C	41%	11%	u	9%	x	u
51	COc1cccc(-c2c(C(=O)N/N=C/c3ccc(C)o3)nnn2-c2nonc2N)c1	-33%	-12%	-11%	-7%	u	u
52	COC(=O)c1ccc2c(=O)[nH]c(CN3c4ccccc4CC3C)nc2c1 (stereo unspecified)	-13%	7.1µM*	-4%	u	-11%	6
53	CCn1cnc2cc(NC(=O)c3ccco3)ccc21	-10%	-2%	u	8%	0%	58
54	O=C(NCc1ccc2c(c1)OCO2)c1ccc(S(=O)(=O)N2CCCCC2)cc1	-26%	-3%	5%	-22%	4%	-3
55	CCN(CC)CCN(C(=O)CCS(=O)(=O)c1ccccc1)c1nc2cc(C)cc(C)c2s1	144%[activator]	u	6%	10%	-25%	-8
56	CCc1ccccc1NC(=O)Cn1c(=O)n(Cc2ccco2)c(=O)c2ccccc21	x	0%	-4%	x	x	3
57	CCn1c(=O)c2sccc2n2c(CCCC(=O)N3CCN(c4cccc(Cl)c4)CC3)nnc12	x	1%	-9%	x	x	-26
58	O=S(=O)(NCC(Nc1ccc(Cl)cc1)c1ccccc1)c1ccccc1 (stereo unspecified)	-36%	8%&-7%	22%&-13%	u	-2%	-35&18
59	Cn1c(=O)c2c(SCC(=O)N3CCOCC3)nc(-c3ccccc3Cl)nc2n(C)c1=O	-1%	3%	-7%	u	x	-29
